Screens (PubChem BioAssay)
PAD4 inhibitors – human PAD4 inhibitors, primary screen, biochemical, fluorescence polarization (AID 463073); Protein-arginine deiminase type-4 (Homo sapiens); inhibition, % at 5 µM; 0.5% of 2,000 active; recombinant PAD4, RFA probe fluorescence polarization; stronger effect = higher value;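 active = inhibition above 30%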;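 also: 0% = PAD4 with DMSO and 100% = wells lacking PAD4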
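Material – recombinant PAD4 · Amount – PAD4 at 2 µM in dispensed buffer, before additions · Medium – Ca2+-containing HEPES pH 7.6, TCEP · Doses – one dose, 5 µM final · Schedule – 30 min 25 °C preincubation, 5 h 37 °C labeling · Measured by – FP, ex 525 nm, em 598 nm · Benchmarks – wells lacking PAD4 as full-inhibition control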
* marks the source's active call; other numbers are inactive results; & = joins results of further samples. Not all compounds are listed; count on the stated rates, not on these rows.

SMILES	PAD4 inhibitors
Fc1ccc(C(OCCN2CCCC2)c2ccc(Br)cc2)cc1 (stereo not given)	2.3
C[C@H]1CCCC(=O)CCC/C=C/c2cc(O)cc(O)c2C(=O)O1	0.6
CC(C)C[C@H](NC(=O)[C@@H]1CCCN1C(=O)[C@@H](N)Cc1ccc(O)cc1)C(=O)NCC(N)=O	2.5
CCNC(=O)[C@H]1O[C@@H](n2cnc3c(N)ncnc32)[C@H](O)[C@@H]1O	3.7
COC1=CC(=O)OC(/C=C/c2ccccc2)C1 (stereo not given)	-2.9
Cc1cccc(C)c1NC1=NCCCS1	-1.0
C#C[C@]1(O)CC[C@H]2[C@@H]3CCC4=CC(=O)CC[C@]4(C)[C@H]3CC[C@@]21C	-2.5
Clc1ccc(COC(Cn2ccnc2)c2ccc(Cl)cc2Cl)cc1 (stereo not given)	5.8
COc1ccccc1CN1CCCCC1c1cccnc1 (stereo not given)	1.3
O=C1NCCN2CCCC12 (stereo not given)	3.2
CC12CN3CC(c4ccccc4)(CN(C1)C31CCCCC1)C2=O	-4.8
CC12CN3CC(C)(CN(C1)C3c1cccs1)C2=O (stereo not given)	-3.7
CC(C)C[C@H]1C(=O)N2CCCC2[C@]2(O)O[C@](NC(=O)[C@@H]3C=C4c5cccc6[nH]cc(c56)CC4N(C)C3)(C(C)C)C(=O)N12 (stereo not given in full)	3.6
C[N+]1(C)[C@@H]2CC(OC(=O)[C@H](CO)c3ccccc3)C[C@H]1[C@@H]1O[C@@H]12 (stereo not given in full)	2.7&1.5
COc1ccc(OC)c(C(O)C(C)N)c1 (stereo not given)	-2.5
CN(C)[C@@H]1C(=O)C(C(N)=O)=C(O)[C@@]2(O)C(=O)C3=C(O)c4c(O)cccc4[C@@](C)(O)[C@H]3[C@H](O)[C@@H]12	2.5
C[C@H]1CC[C@@]2(C)[C@@H](CC[C@@H]3[C@@H]2CC[C@]2(C)[C@@H](O)CC[C@@H]32)C1	5.7

Shown as comma-separated lines: entries from further up
SMILES,PAD4 inhibitors
Cc1cccc(C)c1NC1=NCCCS1,-1.0
C#C[C@]1(O)CC[C@H]2[C@@H]3CCC4=CC(=O)CC[C@]4(C)[C@H]3CC[C@@]21C,-2.5
Clc1ccc(COC(Cn2ccnc2)c2ccc(Cl)cc2Cl)cc1 (stereo not given),5.8
COc1ccccc1CN1CCCCC1c1cccnc1 (stereo not given),1.3
O=C1NCCN2CCCC12 (stereo not given),3.2
CC12CN3CC(c4ccccc4)(CN(C1)C31CCCCC1)C2=O,-4.8

Structures shown so far that have sulfur, in the order listed:
SMILES	PAD4 inhibitors
Cc1cccc(C)c1NC1=NCCCS1	-1.0
CC12CN3CC(C)(CN(C1)C3c1cccs1)C2=O (stereo not given)	-3.7
